Neddyl block = inhibitors of human cullin neddylation; P61081+Q13564; hit rate 0.58% among 360,000; TR-FRET cullin neddylation, biochemical; calls only at 25 µM; in the data active means inhibition above about 36%
Target sequence (P61081 whole entry, looked up): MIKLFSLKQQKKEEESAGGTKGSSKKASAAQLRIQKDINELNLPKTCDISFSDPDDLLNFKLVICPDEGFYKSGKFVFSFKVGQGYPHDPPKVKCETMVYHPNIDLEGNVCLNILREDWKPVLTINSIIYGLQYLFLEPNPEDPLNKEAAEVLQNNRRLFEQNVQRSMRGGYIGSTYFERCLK
Target sequence (Q13564 whole entry, looked up): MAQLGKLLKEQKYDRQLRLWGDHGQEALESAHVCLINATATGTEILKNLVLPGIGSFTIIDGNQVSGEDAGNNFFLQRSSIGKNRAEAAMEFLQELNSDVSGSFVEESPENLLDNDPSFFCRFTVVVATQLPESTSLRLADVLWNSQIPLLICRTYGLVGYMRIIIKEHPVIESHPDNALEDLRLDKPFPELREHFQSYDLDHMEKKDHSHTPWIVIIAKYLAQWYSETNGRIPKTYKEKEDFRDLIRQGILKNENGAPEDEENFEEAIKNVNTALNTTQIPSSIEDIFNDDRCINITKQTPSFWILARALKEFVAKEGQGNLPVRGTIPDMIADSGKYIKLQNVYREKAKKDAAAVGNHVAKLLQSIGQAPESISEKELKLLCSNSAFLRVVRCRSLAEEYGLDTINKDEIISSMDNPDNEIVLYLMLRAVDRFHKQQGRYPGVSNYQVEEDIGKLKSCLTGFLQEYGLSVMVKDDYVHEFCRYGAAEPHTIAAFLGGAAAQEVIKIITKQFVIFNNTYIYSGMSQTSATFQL
CendR NRP1 mod = modulators of CendR peptide binding to human neuropilin-1; O14786; FAM-RPARPAR peptide binding to NRP-1, fluorescence polarization; inhibition, % at 25 µM; hit rate 0.85% among 360,000; AID 602438;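 active means inhibition or corrected inhibition above about 18%, plus a signal ratio from 0.5 to 1.5, limit read from the data, passing the limit was not always enough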; further: strong numbers were not always called active
E coli Lon inh = inhibits E. coli Lon protease | inhibition, % at 7.94 µM | P0A9M0 | AID 602123 | hit rate 0.42% among 360,000 | purified E. coli Lon protease, fluorescence polarization; in the data active means inhibition above about 13%, passing the limit was not always enough;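 further: 0% = enzyme with probe and DMSO and 100% = no enzyme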
MLLE-PAM2 inh = blocks PAM2 peptide binding to the PABP1 MLLE domain; P11940; GST-MLLE / FITC-PAM2 fluorescence polarization; inhibition, % at 20 µM; hit rate 0.36% among 360,000; in the data active means inhibition above about 35%, passing the limit was not always enough;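 further: plate controls were DMSO wells with GST-MLLE for no effect and wells lacking GST-MLLE protein for full effect; some results filed as inactive read as strong as hits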
Rin1-Abl PPI inh = blocks binding of human Rin1 to Abl; TR-FRET Rin1/Abl binding, biochemical; hit rate 0.4% among 360,000; P00519+Q13671; inhibition, % at 7.35 µM; in the data active means inhibition above about 5%, passing the limit was not always enough
SKN-1 inh = inhibitors of C. elegans SKN-1. C. elegans VP596 Pgst-4::GFP/RFP ratio, acrylamide-induced, 24 h. inhibition, % at 21.8 µM. hit rate 0.49% among 360,000. AID 624304;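 active means interference check ratio from 0.5 to 1.5 plus GFP to RFP signal ratio inhibition reaching or exceeding a fixed threshold, cut at about 30% in these data, passing the limit was not always enough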; further: some compounds called inactive have numbers as strong as hits
MT1-MMP act inh = MT1-MMP (human) activation inhibition. P50281. HT1080 RFP-PRO-GFP cells, GFP/RFP ratio fluorescence, overnight; percent of plate control window, DMSO zero. GFP/RFP ratio change, % at 20 µM. hit rate 0.061% among 360,000. AID 651647;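 active means GFP/RFP ratio change of at least 30% with cell ATP level not reduced by more than half and red fluorescence within 50% of control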; further: strong numbers were not always called active
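Assay system: RFP-PRO-GFP reporter HT1080 cells; read-out basis: GFP/RFP fluorescence ratio; benchmarks: DMSO wells and RFP-L50D-GFP cells; doses: 20 µM single dose, 1% DMSO; schedule: overnight cell settling, then overnight compound exposure, 37 °C, 5% CO2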
FAS TE block = blocks the thioesterase domain of human fatty acid synthase; recombinant FAS-TE, OMFH fluorogenic substrate, fluorescence endpoint; P49327; hit rate 0.67% among 360,000; inhibition, % at 15 µM; AID 602261;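 active means compounds whose normalised, plate-corrected inhibition of enzyme fluorescence in the single-dose primary screen is 50% or more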;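 further: 0% = DMSO with enzyme and 100% = substrate without enzyme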
bovine MsrA act = activates bovine MsrA enzyme; purified bovine MsrA, absorbance read-out; activation, % at 10.6 µM; hit rate 0.3% among 360,000; in the data active means activation above about 7.5%;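 further: 0% = vehicle and 100% = reference activator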
Starred values were filed as active, the others as inactive; i = inactive; . = not tested or not shown.

The line under a structure holds: MLLE-PAM2 inh	Rin1-Abl PPI inh	CendR NRP1 mod	Neddyl block	MT1-MMP act inh	FAS TE block	SKN-1 inh	bovine MsrA act	E coli Lon inh
CC(=O)NS(=O)(=O)c1ccc(NC(=O)c2cccc(S(=O)(=O)N3CCc4ccccc43)c2)cc1
 : 1	2	-4	i	4	2	-1	-1	-6
COc1ccc(CCn2c(=N)c(C(=O)NC3CCCC3)cc3c(=O)n4cccc(C)c4nc32)cc1
 : -2	-3	-10	i	2	3	4	-2	-4
COc1cccc(OCC(Cn2cnc3ccccc32)OC(C)=O)c1 (centres undefined)
 : 12	-4	-12	i	3	-9	-3	-4	-4
CNCCC(Oc1ccccc1OC)c1ccccc1 (centres undefined)
 : -7	-2	13	i	-1	0	0	-2	7
CN(C)C(=O)c1cc(C(=O)c2ccc(F)cc2F)c[nH]1
 : 10	1	-2	i	1	0	-13	-2	-7
COc1cc(OC)cc(C(=O)N[C@H](C(=O)OCC(=O)c2ccc3c(c2)NC(=O)CO3)C(C)C)c1
 : -7	4	-8	i	-2	3	6	1	14
COCCCNC(=O)COc1ccc2oc3c(c2c1)CCCC3
 : 2	3	5	i	1	-1	36*	-2	-9
O=C(NNS(=O)(=O)c1cc(Cl)cc(Cl)c1)c1sccc1-n1cccc1
 : -3	-2	-7	i	2	-6	15	-2	-10
O=C(O)c1ccc(N=C2c3ccccc3-c3ccccc32)cc1
 : -2	-2	-16	i	1	1	-9	0	-7
Cc1cccc(NC(=O)C2CCC(CNC(=O)[C@@H]3Cc4ccccc4CN3)CC2)c1 (some centres undefined)
 : -5	-6	0	i	-1	-3	-7	1	1
CN(C)C(=O)c1cn(-c2ccccc2)nc1-c1cc2ccccc2oc1=O
 : 3	1	4	.	3	-4	3	-5	-3
COc1cc(CNC(=O)c2cc3ccccc3oc2=O)cc(OC)c1OC
 : -10	-4	-10	i	3	-16	8	-4	-9
COc1ccccc1C(=O)C1CCCN(Cc2cccc(OCCO)c2)C1 (centres undefined)
 : 0	-1	7	i	-2	-6	-2	-4	5
CC(=O)Nc1ccc(/C=C(\C#N)C(=O)NCc2ccccc2)cc1
 : -3	-1	-12	i	3	-6	4	-2	4
O=C(Nc1ccc(Nc2ccncc2)cc1)c1ccc(Nc2ccnc3ccc([N+](=O)[O-])cc23)cc1
 : -104	1	9	i	7	9	-12	-1	0
C/C(=N\NC(=O)Cc1ccc(F)cc1)c1ccc(O)cc1
 : 6	-2	6	i	0	-9	-9	-4	-4
N=c1c2c3c(sc2ncn1CCN1CCOCC1)CCCC3
 : -3	-3	-8	i	-2	-8	-5	-4	0
COc1c(-c2ccccc2)oc2c(ccc3occc32)c1=O
 : -15	0	-4	i	1	16	-9	-8	0
CCCCc1ccc(Nc2nc(CCC)cc(=O)[nH]2)cc1
 : -7	1	-12	i	-5	8	8	-1	0
O=C(CCNC(=O)Cn1ccc2ccccc2c1=O)NCCCN1CCOCC1
 : 2	-4	-16	i	2	-7	-7	-4	-8
C[C@H](CO)N1C[C@H](C)[C@H](CN(C)C(=O)Nc2ccc(C(F)(F)F)cc2)Oc2c(NC(=O)c3ccncc3)cccc2C1=O
 : -139	0	-21	i	-3	4	29	2	-2
Cc1ccc(S(=O)(=O)NCCNc2ccc([N+](=O)[O-])cc2C(F)(F)F)cc1
 : -4	-6	-2	i	3	25	-4	-3	5
O=c1c2ccccc2c(C=Nc2ccc(O)cc2)c(O)n1Cc1ccccc1
 : -13	-1	134	i	1	8	-12	-2	4
O=C(N/N=C/c1ccco1)c1ccn[nH]1
 : -4	2	-3	i	3	-14	-13	-14	-7
Fc1c(F)c(C(F)(F)F)c(F)c(F)c1N/N=C\c1cccs1
 : 9	1	-8	i	-1	63*	8	1	4
COc1cc(/C=C/C(=O)O[C@H]2[C@H](O[C@@H]3O[C@@H](C)[C@H](O)[C@@H](O)[C@H]3O)[C@@H](O)[C@H](OCCc3ccc(O)c(OC)c3)O[C@@H]2CO)ccc1O
 : -3	0	0	i	-1	-10	14	-1	3
CN1CC=C2C(C#N)=C(N)C(C#N)(C#N)C(CCc3ccccc3)C2C1 (centres undefined)
 : 82	-3	23	.	-68	-14	0	-2	33*
Cc1nc2ccc(NC(=O)c3cccc(S(=O)(=O)N(C)c4ccccc4)c3)cc2s1
 : -6	0	16	i	-9	24	13	-3	11
O=C(Oc1c(CN2CCOCC2)cc(Cl)c2cccnc12)c1ccccc1Br
 : -3	4	-13	i	-6	24	2	-3	2
CCSc1nnc(NC(=O)[C@@H](NC(=O)c2ccccc2)C(C)C)s1
 : -31	-1	5	i	-3	-12	16	0	3

Next records follow.
The line under a structure holds: MLLE-PAM2 inh	Rin1-Abl PPI inh	CendR NRP1 mod	Neddyl block	MT1-MMP act inh	FAS TE block	SKN-1 inh	bovine MsrA act	E coli Lon inh
NC(=O)C1CCCN(CC(O)COCc2ccc(Cl)cc2)C1 (centres undefined)
 : 1	0	-4	i	6	-6	2	-10	7
CCN(CC)C(=O)c1cccc(NC(=O)c2ccccc2OCc2c(C)noc2C)c1
 : -4	0	4	i	-2	-3	20	-2	9
CCN(Cc1ccc2c(c1)OCO2)C(=O)CSc1nc(C)nc2sc(C)c(C)c12
 : 2	-4	7	i	-1	33	11	-4	-4
Cc1c(/C=C2\SC(=Nc3cccc(C(=O)O)c3)NC2=O)c2ccccc2n1C
 : -174	-2	-78	i	-19	-5	8	-7	-56
COc1ccc(C)cc1NC(=O)NNC(=O)C1CCC(C(C)(C)C)CC1 (centres undefined)
 : 3	-2	4	i	-2	9	-18	0	2
CCOC(=O)CNS(=O)(=O)c1ccc(C)cc1
 : -5	2	4	i	1	-6	10	-1	-12
CCN(CC)Cc1c(C(=O)N/N=C(\C)c2ccncc2)nnn1-c1nonc1N
 : 6	4	-5	i	2	-3	8	-3	-1
C[C@@H]1CN([C@@H](C)CO)C(=O)c2cc(Br)cnc2O[C@H]1CN(C)C(=O)c1ccccc1F
 : 2	-2	3	i	1	-7	6	6	-12
S=c1[nH]nc(-c2cc(-c3ccccc3)n[nH]2)n1/N=C/c1ccccc1
 : -51	-1	-3	i	7	6	5	-2	3
CCC(c1nnnn1C1CCCC1)N1CCC(C(N)=O)CC1 (centres undefined)
 : 3	-2	-2	i	1	-6	5	-1	-1
Cc1onc(-c2ccccc2Cl)c1C(=O)O/N=C(\N)c1ccccc1
 : -14	-2	12	i	-8	5	10	-6	-5
CC(C(=O)Nc1nc2ccccc2s1)n1cc([N+](=O)[O-])cn1 (centres undefined)
 : 2	-1	-6	i	-1	25	18	2	-5
S=c1[nH]nc(-c2ccc3ccccc3n2)n1-c1ccccc1
 : -9	-3	8	i	0	-8	-10	-4	1
CC(C)CN(CC(C)C)C(=S)NC1CCCCC1
 : -74	1	-7	i	-5	1	-7	-6	16
COc1ccccc1NC(=O)C(C)OC(=O)C1CC(=O)N(Cc2ccco2)C1 (centres undefined)
 : -1	-1	7	i	9	-9	5	-8	-1
COc1cc(OC)cc(N(C(=O)c2snc(C(N)=O)c2N)C(C(=O)NCC2CCCO2)c2ccc(C)o2)c1 (centres undefined)
 : -16	3	-17	i	-8	1	-3	-6	1
COC(=O)c1ccc(CC(=O)c2ccc(O)cc2O)o1
 : -21	-4	-62	i	-7	-3	9	-3	-14
O=C(NCc1ccco1)c1nnc(Cc2ccc(F)cc2)o1
 : 4	-1	-11	i	4	1	-2	-2	0
Cc1nn(CCOc2cccc(Cl)c2)c(C)c1[N+](=O)[O-]
 : -7	-2	-1	i	6	47	1	-10	4
O=C(CN1CCN(c2ccccc2)CC1)Nc1scc2c1c(=O)oc1ccccc12
 : -8	2	10	i	7	14	10	-3	11
COc1cc(/C=N/NC(=O)c2cccnc2)cc2c1OCO2
 : 8	0	5	i	0	-3	-2	-5	4
CCc1sc(C(=O)Nc2cccc(-n3cnnn3)c2)cc1C
 : 18	-1	-14	i	5	12	16	-1	4
Cc1cccc(Oc2coc3cc(O)ccc3c2=O)c1
 : -1	0	0	.	1	-4	12	-3	2
O=C(NCc1ccccn1)c1cc(S(=O)(=O)N2CCN(c3ccccc3)CC2)ccc1Cl
 : 4	-1	-3	i	1	6	7	-3	-8
Cc1ccc(S(=O)(=O)N2CN(Cc3ccco3)c3nc4ccccc4nc32)cc1C
 : -9	-1	-61	i	-10	-4	9	0	15*
COc1ccc(OCC(=O)N/N=C(/C)Cc2ccccc2)cc1
 : -9	3	-5	i	7	-4	-8	-1	6
COc1ccc([N+](=O)[O-])cc1NS(=O)(=O)c1cc(C(=O)O)ccc1OC
 : -2	-4	-2	i	12	-8	-11	-10	-10
COc1cccc(-c2n[nH]c(=S)n2Cc2ccco2)c1
 : -13	-7	-6	i	-1	-3	0	-3	-5
CC(=O)Nc1c(-c2ccc(C)cc2)nc2ccc(Cl)cn12
 : 0	0	1	i	-1	-9	6	-3	-10
CCC1Cc2[nH]c(=S)[nH]c(=O)c2C(c2ccc(F)cc2)O1 (centres undefined)
 : 26	1	2	i	1	-8	15	-2	-13
COc1ccc(CN2C(=O)C(CC(=O)NCCc3ccccn3)CC(C(=O)N(C(C)C)C(C)C)=C2C)cc1 (centres undefined)
 : 2	3	5	i	1	-6	6	-1	-10

Molecules above that have a furan ring, fused or not:
The line under a structure holds: MLLE-PAM2 inh	Rin1-Abl PPI inh	CendR NRP1 mod	Neddyl block	MT1-MMP act inh	FAS TE block	SKN-1 inh	bovine MsrA act	E coli Lon inh
COCCCNC(=O)COc1ccc2oc3c(c2c1)CCCC3
 : 2	3	5	i	1	-1	36*	-2	-9
COc1c(-c2ccccc2)oc2c(ccc3occc32)c1=O
 : -15	0	-4	i	1	16	-9	-8	0
O=C(N/N=C/c1ccco1)c1ccn[nH]1
 : -4	2	-3	i	3	-14	-13	-14	-7
COc1ccccc1NC(=O)C(C)OC(=O)C1CC(=O)N(Cc2ccco2)C1 (centres undefined)
 : -1	-1	7	i	9	-9	5	-8	-1
COc1cc(OC)cc(N(C(=O)c2snc(C(N)=O)c2N)C(C(=O)NCC2CCCO2)c2ccc(C)o2)c1 (centres undefined)
 : -16	3	-17	i	-8	1	-3	-6	1
COC(=O)c1ccc(CC(=O)c2ccc(O)cc2O)o1
 : -21	-4	-62	i	-7	-3	9	-3	-14
O=C(NCc1ccco1)c1nnc(Cc2ccc(F)cc2)o1
 : 4	-1	-11	i	4	1	-2	-2	0
Cc1ccc(S(=O)(=O)N2CN(Cc3ccco3)c3nc4ccccc4nc32)cc1C
 : -9	-1	-61	i	-10	-4	9	0	15*
COc1cccc(-c2n[nH]c(=S)n2Cc2ccco2)c1
 : -13	-7	-6	i	-1	-3	0	-3	-5

Quoted from the listing:
Value for Cc1ccc(S(=O)(=O)N2CN(Cc3ccco3)c3nc4ccccc4nc32)cc1C in E coli Lon inh: 15*
Value for C[C@@H]1CN([C@@H](C)CO)C(=O)c2cc(Br)cnc2O[C@H]1CN(C)C(=O)c1ccccc1F in bovine MsrA act: 6

Assay outcomes as filed in PubChem BioAssay.
